# Dyrk1A ADPGlo: blocks rat Dyrk1A kinase activity; Q63470; AID 504441; ADP-Glo luminescence, NFATc1 peptide; inhibition, % at 12.5 µM; hit rate 0.43% among 310,000; in the data active = inhibition above about 50%;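 also: plate controls were vehicle with enzyme for no effect and no enzyme for full effect; many of its hits are not listed in these tables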
# HDAC3 inhib: blocks human histone deacetylase 3; O15379; recombinant HDAC3, fluorogenic peptide/trypsin coupled, fluorescence; inhibition, % at 8.3 µM; hit rate 0.15% among 320,000; AID 2718; in the data active = inhibition above about 26%, passing the limit was not always enough; inconclusive = no clear call, values can overlap the other calls
# Target sequence (O15379 whole entry, looked up): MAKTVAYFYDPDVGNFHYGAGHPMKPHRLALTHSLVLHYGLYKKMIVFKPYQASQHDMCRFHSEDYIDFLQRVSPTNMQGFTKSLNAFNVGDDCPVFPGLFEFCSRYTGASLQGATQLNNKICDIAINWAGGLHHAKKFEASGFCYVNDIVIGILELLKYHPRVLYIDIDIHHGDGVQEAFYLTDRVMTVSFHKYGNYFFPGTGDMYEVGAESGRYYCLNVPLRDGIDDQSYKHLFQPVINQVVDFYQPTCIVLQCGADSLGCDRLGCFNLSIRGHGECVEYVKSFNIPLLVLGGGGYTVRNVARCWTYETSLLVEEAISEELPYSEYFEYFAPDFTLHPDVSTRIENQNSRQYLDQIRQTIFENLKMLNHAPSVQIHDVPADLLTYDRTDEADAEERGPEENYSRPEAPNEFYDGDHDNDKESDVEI
# KCNK3 block: human KCNK3 channel inhibition, primary screen; hit rate 0.84% among 340,000; CHO-KCNK3 thallium flux, FluxOR fluorescence; stronger effect = lower value; AID 602410; B-score at 10 µM;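 active = B-score under library mean minus 4 SD, starting fluorescence ratio at most library mean plus 5 SD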;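 also: more negative B-score means stronger inhibition of thallium flux through KCNK3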
# Target sequence (O14649 whole entry, looked up): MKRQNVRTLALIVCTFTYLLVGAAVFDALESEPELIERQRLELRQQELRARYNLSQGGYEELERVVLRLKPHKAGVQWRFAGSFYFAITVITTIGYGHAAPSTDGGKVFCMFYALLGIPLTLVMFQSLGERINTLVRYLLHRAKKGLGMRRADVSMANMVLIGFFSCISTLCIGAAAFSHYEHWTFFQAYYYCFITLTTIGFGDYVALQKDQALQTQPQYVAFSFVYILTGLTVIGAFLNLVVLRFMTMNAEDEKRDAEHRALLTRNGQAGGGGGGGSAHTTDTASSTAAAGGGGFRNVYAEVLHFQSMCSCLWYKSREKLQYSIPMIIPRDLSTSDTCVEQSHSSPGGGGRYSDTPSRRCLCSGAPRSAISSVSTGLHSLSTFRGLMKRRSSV
# GSK3 alpha inh: inhibitors of human GSK-3 alpha kinase; hit rate 0.1% among 320,000; ADP-Glo luminescence, 60 min; inhibition, % at 10 µM; P49840; AID 2650;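 in the data active = inhibition above about 50%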;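 also: GST-tagged GSK-3 alpha with peptide substrate and 25 µM ATP; 0% = DMSO neutral wells and 100% = GW8510 positive control wells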
# Starred values were filed as active, the others as inactive; i = inactive; ? = inconclusive.
No. | Dyrk1A ADPGlo | HDAC3 inhib | KCNK3 block | GSK3 alpha inh | Compound
1 | -41 | -3 | i | -4 | O=C1N(c2ccccc2C(F)(F)F)O[C@]1(c1ccccc1)C1CCCC1
2 | 2 | -2 | i | -2 | O=C(NNC(=O)c1ccccn1)c1ccc(OC(F)F)cc1
3 | 8 | 6 | i | 0 | O=C(Cc1csc(-c2ccc(Cl)cc2)n1)Nc1cccc(S(=O)(=O)NC2=NCCC2)c1
4 | 2 | 6 | i | 0 | COc1cc(/C=C2\CC/C(=C\c3cc(OC)c(O)c(OC)c3)C2=O)cc(OC)c1O
5 | 4 | 0 | i | 3 | OCC[C@H]1C[C@@H](O)[C@H](O)[C@]2(Cc3ccccc3O2)O1
6 | -2 | -3 | i | -4 | CC(=O)N1CCN(C(=O)c2ccc(Cl)c(S(=O)(=O)N3CCCC3)c2)CC1
7 | 3 | 3 | i | -9 | CN(CC(=O)Nc1cc(Cl)ccc1C#N)C1CCS(=O)(=O)C1 (configuration not stated)
8 | -9 | 6 | i | 0 | COCCN(C(=O)C1CC(=O)N(Cc2ccc(C)cc2)C1)c1c(N)n(CC(C)C)c(=O)[nH]c1=O (configuration not stated)
9 | 8 | 0 | i | 3 | O=C1COc2ccc(C(=O)COC(=O)CNS(=O)(=O)c3cccc(F)c3)cc2N1
10 | 1 | -1 | i | 0 | CCOC(=O)[C@H]1[C@H]2COc3ccc(C)cc3[C@@H]2N2C(=O)c3cc(F)c(F)cc3NC(=O)[C@@]12C
11 | 2 | -3 | i | -1 | Cn1cccc1C1CCCN1CC(=O)Nc1c(Cl)cc(Cl)cc1Cl (configuration not stated)
12 | -2 | -12 | i | -4 | CCCn1c(N)c(C(=O)CSc2nc(C3CC3)n(-c3ccccc3)n2)c(=O)[nH]c1=O
13 | 2 | 7 | i | 0 | CC(C)(C)OC(=O)C[C@@H]1C/C=C\C[C@H](CC(=O)NCCO)C(=O)N[C@H](Cc2ccccc2)COC1=O
14 | 1 | -3 | i | -3 | CC1(C)Cc2c(sc3c2c(=N)n(Cc2ccco2)c(=O)n3Cc2ccc(F)cc2)CO1
15 | 3 | 6 | i | -3 | C=CC[C@@H](CC(=O)N(CCO)Cc1ccccc1)C(=O)NCCOC(=O)[C@H](CC=C)CC(=O)OC(C)(C)C
16 | 6 | 0 | i | -1 | O=C(Cc1ccsc1)NCC(=O)Nc1ccccc1Br
17 | 6 | -9 | i | -5 | CCOC(=O)c1[nH]cc(-c2ccccc2)c1N1CCOCC1
18 | 1 | 3 | i | -2 | COc1cccc(CNC(=O)CN2C(=O)NC(Cc3ccccc3)(c3ccccc3)C2=O)c1 (configuration not stated)
19 | 0 | -7 | i | -5 | Cc1cc(Cl)c(C)c(S(=O)(=O)N2CCN(C(=O)C3CCCO3)CC2)c1Cl (configuration not stated)
20 | -3 | -9 | i | -1 | Cc1ccc(C)c(S(=O)(=O)Nc2ccc(-n3cnnn3)cc2)c1
21 | 10 | -10 | i | -2 | O=C(Nc1nc(-c2ccccn2)cs1)c1cccc(S(=O)(=O)N2CCOCC2)c1
22 | 3 | -1 | i | 0 | Cc1ccc(NC(=O)COC(=O)c2ccc(Br)o2)cc1S(=O)(=O)N1CCCCC1
23 | 0 | 7 | i | 2 | Cc1ccn2cc(C(=O)N3CCN(c4cnn(-c5ccccc5)c(=O)c4Cl)CC3)nc2c1
24 | 2 | -4 | i | 1 | O=C(CCCOC(=O)c1ccc(O)cc1)c1ccccc1
25 | -3 | -2 | i | 3 | C[C@H]1CN([C@@H](C)CO)C(=O)c2cccc(NC(=O)c3cnccn3)c2O[C@@H]1CN(C)C(=O)Nc1ccc2c(c1)OCO2
26 | 4 | 3 | i | -3 | CCN1CCN(C(=S)NC(=O)c2cc(OC)c(OC)c(OC)c2)CC1
27 | 4 | 1 | i | -4 | O=C(CN1C(=O)NC2(CCCCCC2)C1=O)Nc1ccccc1[N+](=O)[O-]
28 | -1 | 1 | i | 0 | CCCN(CC(=O)Nc1ccccc1OC)C(=O)c1nc2nc(C)ccn2n1
29 | 12 | -4 | i | -2 | COc1ccc(NC(=O)N(C)C[C@H]2Oc3ccc(NC(=O)NC4CCCCC4)cc3C(=O)N([C@H](C)CO)C[C@@H]2C)cc1
30 | -2 | -7 | i | 2 | CCSc1ccc(-c2nn(-c3ccccc3)cc2/C=C(/C#N)C(=O)NC)cc1

# Taken from the results shown, 23 compounds:
No. | Dyrk1A ADPGlo | HDAC3 inhib | KCNK3 block | GSK3 alpha inh | Compound
1 | -41 | -3 | i | -4 | O=C1N(c2ccccc2C(F)(F)F)O[C@]1(c1ccccc1)C1CCCC1
2 | 2 | -2 | i | -2 | O=C(NNC(=O)c1ccccn1)c1ccc(OC(F)F)cc1
3 | 8 | 6 | i | 0 | O=C(Cc1csc(-c2ccc(Cl)cc2)n1)Nc1cccc(S(=O)(=O)NC2=NCCC2)c1
4 | 2 | 6 | i | 0 | COc1cc(/C=C2\CC/C(=C\c3cc(OC)c(O)c(OC)c3)C2=O)cc(OC)c1O
5 | 4 | 0 | i | 3 | OCC[C@H]1C[C@@H](O)[C@H](O)[C@]2(Cc3ccccc3O2)O1
6 | -2 | -3 | i | -4 | CC(=O)N1CCN(C(=O)c2ccc(Cl)c(S(=O)(=O)N3CCCC3)c2)CC1
7 | 3 | 3 | i | -9 | CN(CC(=O)Nc1cc(Cl)ccc1C#N)C1CCS(=O)(=O)C1 (configuration not stated)
8 | -9 | 6 | i | 0 | COCCN(C(=O)C1CC(=O)N(Cc2ccc(C)cc2)C1)c1c(N)n(CC(C)C)c(=O)[nH]c1=O (configuration not stated)
9 | 8 | 0 | i | 3 | O=C1COc2ccc(C(=O)COC(=O)CNS(=O)(=O)c3cccc(F)c3)cc2N1
10 | 1 | -1 | i | 0 | CCOC(=O)[C@H]1[C@H]2COc3ccc(C)cc3[C@@H]2N2C(=O)c3cc(F)c(F)cc3NC(=O)[C@@]12C
11 | 2 | -3 | i | -1 | Cn1cccc1C1CCCN1CC(=O)Nc1c(Cl)cc(Cl)cc1Cl (configuration not stated)
12 | -2 | -12 | i | -4 | CCCn1c(N)c(C(=O)CSc2nc(C3CC3)n(-c3ccccc3)n2)c(=O)[nH]c1=O
13 | 2 | 7 | i | 0 | CC(C)(C)OC(=O)C[C@@H]1C/C=C\C[C@H](CC(=O)NCCO)C(=O)N[C@H](Cc2ccccc2)COC1=O
14 | 1 | -3 | i | -3 | CC1(C)Cc2c(sc3c2c(=N)n(Cc2ccco2)c(=O)n3Cc2ccc(F)cc2)CO1
15 | 3 | 6 | i | -3 | C=CC[C@@H](CC(=O)N(CCO)Cc1ccccc1)C(=O)NCCOC(=O)[C@H](CC=C)CC(=O)OC(C)(C)C
16 | 6 | 0 | i | -1 | O=C(Cc1ccsc1)NCC(=O)Nc1ccccc1Br
17 | 6 | -9 | i | -5 | CCOC(=O)c1[nH]cc(-c2ccccc2)c1N1CCOCC1
18 | 1 | 3 | i | -2 | COc1cccc(CNC(=O)CN2C(=O)NC(Cc3ccccc3)(c3ccccc3)C2=O)c1 (configuration not stated)
19 | 0 | -7 | i | -5 | Cc1cc(Cl)c(C)c(S(=O)(=O)N2CCN(C(=O)C3CCCO3)CC2)c1Cl (configuration not stated)
20 | -3 | -9 | i | -1 | Cc1ccc(C)c(S(=O)(=O)Nc2ccc(-n3cnnn3)cc2)c1
21 | 10 | -10 | i | -2 | O=C(Nc1nc(-c2ccccn2)cs1)c1cccc(S(=O)(=O)N2CCOCC2)c1
22 | 3 | -1 | i | 0 | Cc1ccc(NC(=O)COC(=O)c2ccc(Br)o2)cc1S(=O)(=O)N1CCCCC1
23 | 0 | 7 | i | 2 | Cc1ccn2cc(C(=O)N3CCN(c4cnn(-c5ccccc5)c(=O)c4Cl)CC3)nc2c1

# (continued)
No. | Dyrk1A ADPGlo | HDAC3 inhib | KCNK3 block | GSK3 alpha inh | Compound
31 | -6 | -4 | i | -1 | CCN1C(=O)/C(=C/c2nc3ccccc3c(=O)[nH]2)c2ccccc21
32 | -7 | 2 | i | -3 | CC(C)CCN1CCN=C1N(C)C
33 | -7 | ? | i | -3 | CCN(CC(=O)Nc1c(F)cccc1F)C(=O)CN1C(=O)C2CCCCC2C1=O (configuration not stated)
34 | 3 | 7 | i | -2 | CC(C)(O)c1cc2ccc(C#CCCN3C(=O)c4ccccc4C3=O)cc2c(=O)o1
35 | 2 | -3 | -9.5* | 1 | CC1Cc2ccccc2N1S(=O)(=O)c1cccc(C(=O)NCc2ccncc2)c1 (configuration not stated)
36 | 6 | -3 | i | 3 | COc1ccc(-c2sc3ccccc3c2C#Cc2cncn2C)cc1
37 | -3 | -1 | i | -3 | Oc1c(Br)cc(Br)cc1/C=N/N1CCN(Cc2ccccc2)CC1
38 | -4 | -4 | i | -1 | CCOc1ccc(OCC(=O)OC(C)C(=O)NC2CCCCC2C)cc1 (configuration not stated)
39 | 5 | -3 | i | 3 | CC(=O)Nc1sc(C)c(C)c1C(=O)OCC(=O)Nc1ccccc1
40 | -1 | -1 | i | 1 | CC(C)CC(=O)Nc1ccc(C(=O)COC(=O)Cc2n[nH]c(=O)c3ccccc23)cc1
41 | -6 | 1 | i | 1 | COc1ccc(OC)c(NC(=O)COC(=O)CCc2ccc(S(=O)(=O)N3CCOCC3)cc2)c1
42 | 4 | 6 | i | -1 | CCOC(=O)[C@H]1[C@H]2COc3ccc(C)cc3[C@@H]2N2C(=O)c3ccccc3NC(=O)[C@@]12C
43 | 3 | -3 | i | -2 | COc1ccc(C(=O)COC(=O)c2c(C)noc2C)cc1Cl
44 | 1 | 10 | i | -3 | COc1ccc([C@@H]2[C@@H]3C(=O)N(C(C)(C)C)C(=O)[C@@H]3[C@]3(Cc4ccc(Cl)cc4)C(=O)N(c4cccc(F)c4)C(=O)N23)cc1
45 | 0 | -3 | i | -2 | CN(C)CCNC(C(=O)Nc1cccc(S(=O)(=O)N2CCOCC2)c1)c1ccccc1 (configuration not stated)
46 | 9 | 7 | i | 3 | O=C(OCC(=O)c1ccc[nH]1)c1ccc(Br)cc1
47 | 6 | -5 | i | 0 | COc1cc(/C=C/C(=O)N(C)CC(=O)Nc2ccccc2SC)cc(OC)c1OC
48 | 0 | 10 | i | -1 | C=CCNC(=O)c1cccc2c1C(=O)c1ccc(N3CCCC3)cc1S2(=O)=O

# This is a subset; the hit share may differ from the screen's.
